# Screening results deposited in PubChem by several laboratories.
# MC4R barr agon: human MC4R agonism via beta-arrestin | P32245 | U2OS MC4R beta-arrestin complementation, luminescence; percent of melanotan II response, DMSO zero | activation, % at 8.9 µM | 360,000 tested, 0.98% active | AID 540308;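 active = activation above a per-plate cutoff, the mean activation of sample wells on that plate plus 3 SD, cut at about 8% in these data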
# Granule exo inh: blocks lytic granule exocytosis. inhibition, % at 10 µM. 360,000 tested, 0.66% active. TALL-104 LAMP-1 surface exposure, flow cytometry; cells stimulated with thapsigargin and PMA;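 active = inhibition above about 55%, limit read from the data; inconclusive = no clear call, values can overlap the other calls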
# NOD2 RIPK2 PPI: inhibitors of human NOD2-RIPK2 interaction; inhibition, % at 4.98 µM; CHO BLA complementation NOD2-RIPK2, CCF4 ratio; AID 624267; 360,000 tested, 0.38% active; in the data active = inhibition above about 21%;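 also: 0% = vehicle only and 100% = reference blocker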
# MC4R antagonist: human MC4R antagonism in cAMP assay. P32245. MC4R-expressing cells, MTII-stimulated cAMP, LANCE TR-FRET. inhibition, % at 6.5 µM. 360,000 tested, 0.48% active. AID 540295;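 active = inhibition above its plate's cutoff, the mean of tested wells on that plate plus 3 SD, cut at about 29% in these data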;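 also: 0% = Melanotan II alone and 100% = Melanotan II plus saturating MCL0020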
#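 System: U2OS cells stably expressing human melanocortin 4 receptor (MC4R). Reagent: Melanotan II challenge after compound preincubation. Doses: 6.5 µM. Times: 30-min compound, 1-h challenge, 1-h detection, room temperature. Measured by: TR-FRET with Eu-cAMP and labeled anti-cAMP, 671 nm. Replicates: singlicate.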
# Glyco luc inh: N-linked glycosylation inhibition | D54 ERlucT glycosylation luciferase reporter, 24 h; percent of 100 nM tunicamycin response | reporter increase, % at 12.5 µM | 360,000 tested, 0.23% active;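 active = mean luciferase reporter signal, scaled so untreated is 0 and the glycosylation-blocking control 100, at or above a set limit in every replicate; inconclusive = mean reaches the limit but not every replicate does; inactive = mean below the limit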;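 also: luciferase carries N-glycosylation sites so blocking glycosylation raises the light; 0% = median of neutral control wells and 100% = median of 100 nM tunicamycin wells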
# TLR9-MyD88 inh: TLR9-MyD88 interaction inhibition | Q9NR96+Q99836 | CHO BLA complementation TLR9-MyD88, CCF4 FRET ratio | inhibition, % at 4.98 µM | 340,000 tested, 0.21% active | AID 504734;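 active = inhibition above the mean over all tested compounds plus 3 SD, cut at about 21% in these data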;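 also: 0% = DMSO only wells and 100% = clavulanate BLA inhibitor control wells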
# ABHD5-PLIN5 inh: inhibitors of human ABHD5-perilipin-5 interaction | inhibition, % at 4 µM | AID 602281 | Split G. princeps luciferase complementation, luminescence, 4 h | Q00G26+Q8WTS1 | 360,000 tested, 0.78% active;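 active = inhibition above the mean inhibition across every tested compound plus 3 SD, cut at about 22% in these data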;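 also: 0% = DMSO only wells and the 100% control is not disclosed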
# ABCB6 inh MLPCN: blocks the human ABCB6 transporter; K562-ABCB6 porphyrin accumulation, flow cytometry, 1 h; stronger effect = lower value; AID 602162; fluorescence ratio to DMSO, % at 10 µM; 360,000 tested, 0.19% active; Q9NP58;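 active = fluorescence ratio to DMSO below 75%, the collection mean minus 3 SD; inconclusive = too few cells collected in the well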;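 also: signal is porphyrin accumulated inside mitochondria; 100% equals median channel fluorescence of DMSO control wells; lower ratio means ABCB6 inhibition with less porphyrin fluorescence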
# Target sequence (Q9NP58 whole entry, looked up): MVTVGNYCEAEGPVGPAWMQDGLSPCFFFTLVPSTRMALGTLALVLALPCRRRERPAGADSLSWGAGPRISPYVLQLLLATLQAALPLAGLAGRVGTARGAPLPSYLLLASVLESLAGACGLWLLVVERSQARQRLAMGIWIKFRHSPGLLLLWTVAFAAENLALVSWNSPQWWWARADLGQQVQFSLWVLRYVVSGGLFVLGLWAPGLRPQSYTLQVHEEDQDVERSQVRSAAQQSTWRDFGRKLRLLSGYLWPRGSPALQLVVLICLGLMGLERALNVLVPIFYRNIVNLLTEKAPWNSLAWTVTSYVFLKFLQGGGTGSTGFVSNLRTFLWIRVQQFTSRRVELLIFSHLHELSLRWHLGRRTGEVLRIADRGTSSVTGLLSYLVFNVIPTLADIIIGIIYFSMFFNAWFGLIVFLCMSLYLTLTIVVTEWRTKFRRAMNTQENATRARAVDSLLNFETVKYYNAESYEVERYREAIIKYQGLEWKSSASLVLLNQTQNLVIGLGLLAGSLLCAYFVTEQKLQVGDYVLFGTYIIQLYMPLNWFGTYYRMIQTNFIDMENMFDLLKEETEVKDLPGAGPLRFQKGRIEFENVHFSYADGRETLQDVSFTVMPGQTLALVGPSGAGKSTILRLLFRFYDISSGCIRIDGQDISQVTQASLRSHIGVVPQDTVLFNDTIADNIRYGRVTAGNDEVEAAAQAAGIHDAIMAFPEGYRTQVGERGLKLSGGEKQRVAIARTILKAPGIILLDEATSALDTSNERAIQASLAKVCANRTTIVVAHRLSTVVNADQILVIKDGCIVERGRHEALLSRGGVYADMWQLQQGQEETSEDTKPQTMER
# Vif inh: HIV Vif inhibition; HEK293T cells, Vif self-association by quenched fluorescence, imaging, 24 h; inhibition, % at 7.49 µM; 340,000 tested, 0.35% active; AID 602346; in the data active = inhibition above about 50%, passing the limit was not always enough; inconclusive = no clear call, values can overlap the other calls; inactive = below about 31%; also: some results filed as inactive read as strong as hits
# aDG glyco act: alpha-DG glycosylation activation | Pro5-aDG cells, alpha-DG glycosylation AlphaScreen (IIH6); 0% Pro5, 100% B10-LARGE cell signal | activation, % at 10 µM | 360,000 tested, 0.22% active | AID 624168;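 active = activation of at least 8% versus controls, or a plate z-score of at least 8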;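 also: Pro5 are CHO cells carrying HIG-tagged alpha-DG that lacks glycosylation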
# Active calls of the source: *; ? = inconclusive; · = no result given. Not all compounds are listed. The share of hits here may be higher or lower than overall.
SMILES,MC4R barr agon,Granule exo inh,NOD2 RIPK2 PPI,MC4R antagonist,Glyco luc inh,TLR9-MyD88 inh,ABHD5-PLIN5 inh,ABCB6 inh MLPCN,Vif inh,aDG glyco act
CCN(N)C(=S)Nc1ccc(F)cc1,-1.4,-1,-6,7,1,-2,-7,100,-6,0.0
CC1(C)Cc2c(cnn2-c2cccc(F)c2)C(NC(=O)CN2CCCC2=O)C1 (configuration not stated),-1.2,-2,-9,1,3,7,-4,95,2,-0.1
CCn1c(COc2ccccc2)nnc1SCc1ccc(C#N)cc1,0.9,2,-13,-2,-2,-7,4,115,14,0.2
c1cc(Nc2cccc3nccnc23)c2nccnc2c1,-2.1,-4,1,-2,5,-2,4,96,1,0.9
COc1ccc(CNC(=O)CCN2C(=O)c3ccccc3S2(=O)=O)cc1,-0.6,-5,-2,4,2,-1,-3,95,-2,0.0
COc1ccc(C(=O)Nn2c(SCc3cccc([N+](=O)[O-])c3)nc3ccccc3c2=O)cc1,-3.3,-2,0,-9,-16,-9,10,96,-13,0.0
CCC1CCCCN1CCNC(=O)c1[nH]c(C)c(C(C)=O)c1C (configuration not stated),0.7,-3,0,11,0,3,-2,92,6,-0.1
Cc1ccc(-c2nnc(NC3CCCCC3)c3ccccc23)cc1S(=O)(=O)N1CCN(C)CC1,-10,9,5,4,-3,-3,4,97,13,1.1
CCOC(=O)N1CCN(C(=O)c2cccc(S(=O)(=O)Nc3ccc(OC)cc3)c2)CC1,-2.7,-1,1,11,-1,-16,-1,105,8,0.0
CCN(CC)CCCNc1nc2ccccc2c2[nH]c3ccc(OC)cc3c12,0.6,26,19,-3,-20,2,-1,112,-24,-0.6
O=C1CCC(/C=C/c2ccccc2)=NN1Cc1ccccc1,-1.3,-1,11,6,-2,-3,-5,83,3,-0.2
O=C(Nc1ncc(Cl)cn1)c1cccs1,1.6,-4,8,-1,3,-4,-5,101,-3,0.0
COc1cccc(CNC(C)C(=O)Nc2ccc3c(c2)OCCO3)c1 (configuration not stated),-1.9,0,-2,-2,0,15,3,95,3,-0.1
OC(Cc1cccnc1)(c1ccccc1)c1ccccc1,-1.7,-2,-6,-4,3,-1,-3,93,7,0.0
COc1cc(/C=C/C(=O)OCC(=O)N2CCCc3ccccc32)ccc1O,-0.9,4,7,3,-2,-14,5,100,68*,-0.1

# Given with bars between the fields: part of the list above
Structure | MC4R barr agon | Granule exo inh | NOD2 RIPK2 PPI | MC4R antagonist | Glyco luc inh | TLR9-MyD88 inh | ABHD5-PLIN5 inh | ABCB6 inh MLPCN | Vif inh | aDG glyco act
CCC1CCCCN1CCNC(=O)c1[nH]c(C)c(C(C)=O)c1C (configuration not stated) | 0.7 | -3 | 0 | 11 | 0 | 3 | -2 | 92 | 6 | -0.1
CCN(N)C(=S)Nc1ccc(F)cc1 | -1.4 | -1 | -6 | 7 | 1 | -2 | -7 | 100 | -6 | 0.0
O=C(Nc1ncc(Cl)cn1)c1cccs1 | 1.6 | -4 | 8 | -1 | 3 | -4 | -5 | 101 | -3 | 0.0

# Next section:
SMILES,MC4R barr agon,Granule exo inh,NOD2 RIPK2 PPI,MC4R antagonist,Glyco luc inh,TLR9-MyD88 inh,ABHD5-PLIN5 inh,ABCB6 inh MLPCN,Vif inh,aDG glyco act
Fc1cc(NC(=S)NCc2ccc(CNC(=S)Nc3ccc(Cl)c(F)c3)cc2)ccc1Cl,1.3,6,0,19,-2,-13,-3,96,-3,0.4
COc1ccccc1NC(=O)c1cc[n+]([O-])cc1,0.1,12,-8,14,3,6,1,100,1,0.0
CSCCC(NC(=O)/C(=C/c1ccco1)NC(=O)c1ccc(Br)o1)C(=O)O (configuration not stated),-0.2,1,8,14,1,-9,6,112,1,-0.1
N=c1c(C(=O)NC2CCCCC2)cc2c(=O)n3ccccc3nc2n1Cc1cccnc1,-0.4,14,-15,3,-3,-11,2,94,-3,-0.1
CCn1nnnc1SCC(=O)c1cccc(OC)c1,-1.4,0,5,1,0,2,-4,96,-3,0.0
CN1C(=O)[C@H]2[C@@H](C3CC3)N3C(=O)CN(Cc4ccccc4)C(=O)[C@@]3(C)[C@H]2C1=O,-2.1,8,6,1,1,-1,-3,97,·,0.1
Cc1ccc(CNC(=O)c2ccc3c(c2)S(=O)(=O)c2ccccc2C3=O)cc1,-0.8,2,-11,-2,2,0,-20,100,5,-0.4
COc1ccc(/C=N/OCC(=O)Nc2nc3ccccc3s2)cc1,-1.6,2,-2,4,1,7,2,98,-13,-0.2
Cc1cc(NS(=O)(=O)c2ccc(N3C(=O)C4C5C=CC(C5)C4C3=O)cc2)nc(C)n1 (configuration not stated),-2.2,5,-7,19,0,-10,-5,102,·,-0.1
C/C(=N\N=C1\NC(=O)C(CC(=O)Nc2ccccc2F)S1)C1CCCCC1 (configuration not stated),-0.6,-2,-8,14,1,-6,-11,99,-1,-0.1
CCOC(=O)N1CCN(C(=O)C[C@@H]2C[C@@]3(C(=O)OC)CCCCC=C3N(Cc3ccc4c(c3)OCO4)C2=O)CC1,·,-10,-5,·,·,·,2,·,·,0.0
Cc1cccc2nc(CSc3ccccc3N)cn12,-1.4,4,-4,-5,-6,-8,-1,101,6,-0.1
Cn1c(-c2csc(-c3ccccc3)n2)n[nH]c1=S,1.7,-2,-2,1,1,-3,-4,?,41,0.2
CCSc1nncn1/N=C/c1ccc(OC)c(OC)c1,-0.3,-2,0,0,0,-7,-1,96,16,0.1
O=c1[nH]c(-[n+]2ccc3ccccc3c2)c(/C=N/N=C(\[O-])c2ccccc2)s1,-4.2,-2,-9,-20,2,4,-10,111,3,-0.2

# Some of the entries above in a different format.
# Below each compound – MC4R barr agon	Granule exo inh	NOD2 RIPK2 PPI	MC4R antagonist	Glyco luc inh	TLR9-MyD88 inh	ABHD5-PLIN5 inh	ABCB6 inh MLPCN	Vif inh	aDG glyco act
- CCOC(=O)N1CCN(C(=O)C[C@@H]2C[C@@]3(C(=O)OC)CCCCC=C3N(Cc3ccc4c(c3)OCO4)C2=O)CC1
→ ·	-10	-5	·	·	·	2	·	·	0.0
- COc1ccccc1NC(=O)c1cc[n+]([O-])cc1
→ 0.1	12	-8	14	3	6	1	100	1	0.0

# Continued:
SMILES,MC4R barr agon,Granule exo inh,NOD2 RIPK2 PPI,MC4R antagonist,Glyco luc inh,TLR9-MyD88 inh,ABHD5-PLIN5 inh,ABCB6 inh MLPCN,Vif inh,aDG glyco act
O=C1c2ccccc2-n2c1nc1ccccc1c2=O,-0.8,-4,-7,-21,2,2,-5,111,-5,0.3
CC1(C)Cc2cccc(OCC(=O)Nc3nccs3)c2O1,-1.3,-7,-5,0,-7,7,-6,102,2,0.0
Cc1ccc(Cn2ccc(=O)c(OCc3ccccc3)c2C)cc1,0.6,-3,-5,13,-2,-2,6,97,0,-0.1
Cc1cc2c(OCC(O)CN3CCCCC3)cccc2[nH]1 (configuration not stated),-1.7,2,-3,10,1,2,3,83,4,-0.1
Cc1ccc(N2CC(C(=O)NC3CCSC3=O)CC2=O)cc1 (configuration not stated),-0.5,2,-7,15,-1,-4,3,100,-8,0.0
Cc1ccc(C(=O)N2CCNC(=O)C2CC(=O)Nc2ccc(F)cc2)cc1C (configuration not stated),-2.2,-1,-9,4,-2,-2,2,99,-5,-0.2
Cc1ccc(C(=O)Nc2ccccc2OC(F)F)cc1,2.9,-1,-4,-2,2,3,5,92,-8,3.0
O=C(C1CC(=O)N(c2ccc(Br)cc2)C1)N1CCCC1 (configuration not stated),-3.3,0,2,12,-1,-3,6,95,0,0.0
O=C(NNC(=S)NC(=O)c1ccc(Br)cc1)c1cccc([N+](=O)[O-])c1,-3.2,3,-10,0,2,1,-1,92,9,-0.1
N#Cc1c2n(c3c(=O)n(CC(=O)c4ccc(Br)cc4)cnc13)CCCC2,-1.5,-1,-78,4,4,-10,0,97,12,-0.2
Cn1c(C(=O)NCCCN2CCCC2=O)cc2c(=O)n(C)c3ccccc3c21,-1.2,-2,-20,3,7,-5,4,101,-12,-0.3
CC[n+]1c(C)n(-c2ccccc2)c2ccc(NC(C)=O)cc21,0.0,0,2,13,0,9,2,99,-9,-0.3
CCC(C)c1ccc(O)c(NC(=O)c2cccnc2)c1 (configuration not stated),1.0,0,-10,5,-1,0,-7,93,-8,-0.2
CCOC(=O)C1CCN(C(c2cc3cc(C)cc(C)c3[nH]c2=O)c2nnnn2C2CCCCC2)CC1 (configuration not stated),-1.4,-1,2,0,1,9,-4,99,18,-0.2
COc1ccc(N2CCN(c3cncc(C)n3)CC2)cc1,-1.3,2,-2,-1,2,·,4,92,-3,0.9
c1csc(-c2ncc3ccccn23)c1,-0.5,?,-10,-2,0,-4,8,99,-5,0.2
COC(=O)Cn1cnc2c(cnn2-c2ccccc2)c1=O,0.5,1,-2,-1,1,-2,4,94,0,0.0
O=C(O)c1nn(CC(=O)N(C2CCCCC2)C2CCCCC2)c(=O)c2ccccc12,1.3,0,-6,-4,2,13,10,77,1,-0.1
Cc1cc(NC(=O)CCc2ccc(S(=O)(=O)N3CCOCC3)cc2)n(-c2ccccc2)n1,-1.6,-1,-6,4,-1,-15,7,100,-9,0.6
O=C(C1=C(O)C(=O)N(CCN2CCOCC2)C1c1ccc(Cl)cc1)c1cc2ccccc2o1 (configuration not stated),-2.2,0,6,12,4,10,-8,108,-24,0.0
C#CCOc1ccc(Br)cc1/C=N/O,0.3,2,-4,5,-1,4,4,95,·,-0.2
Cc1cccc(C(C)C)c1NC(=O)c1ccc(OCC2CCCO2)cc1 (configuration not stated),-1.1,-2,1,3,-1,-2,0,93,-4,0.1
COc1ccccc1NC(=O)CSc1nc2ccccc2nc1N1CC(C)OC(C)C1 (configuration not stated),2.3,-1,3,3,-7,-7,-6,93,-5,-0.3
CC(C)c1ccc(NC(=O)Nc2nc(C(N)CCc3ccccc3)cs2)cc1 (configuration not stated),-1.4,28,12,24,-22,·,-9,76,10,-0.6
Nc1c(C(=O)CSc2nnc(-c3ccccc3F)o2)c(=O)[nH]c(=O)n1C1CC1,-2.4,-1,-4,-2,-2,-2,3,94,-5,0.1
CCCOc1ccccc1C(=O)N1CCNC(=O)C1CC(=O)OC(C)C (configuration not stated),-1.7,2,2,10,-1,8,-3,101,-5,0.1
O=C(COc1ccc(-n2ccnc2)cc1)Nc1cccc(Cl)c1,0.3,0,-6,11,-2,-6,-6,103,-17,0.2
